Casp6 inh: caspase-6 (human) enzyme inhibition | inhibition, % at 12.5 µM | actives 0.53% (n = 350,000) | purified caspase-6, Z-VEID-R110 cleavage fluorescence | P55212;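 active = mean inhibition across replicates at least about 35%, with every replicate also reaching that limit, limit read from the data; inconclusive = only one of the two criteria met; inactive = neither criterion met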;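 note: 0% = median of neutral control wells and 100% = no fluorescence left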
Target sequence (P55212 24-179 limits assumed): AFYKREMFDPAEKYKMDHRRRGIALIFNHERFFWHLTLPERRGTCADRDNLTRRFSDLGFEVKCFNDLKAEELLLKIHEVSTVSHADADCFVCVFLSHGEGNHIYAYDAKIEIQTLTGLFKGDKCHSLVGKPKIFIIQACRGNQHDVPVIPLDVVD
Target sequence (P55212 194-293 limits assumed): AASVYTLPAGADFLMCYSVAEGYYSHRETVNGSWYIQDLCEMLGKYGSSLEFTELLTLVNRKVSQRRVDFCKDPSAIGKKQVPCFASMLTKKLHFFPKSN
FN deposition inh: fibronectin deposition inhibition; inhibition, % at 12.6 µM; AID 743247; actives 0.086% (n = 350,000); AH1F fibroblasts, Alexa488-fibronectin deposition fluorescence, overnight;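 active = mean inhibition across replicates of 30% or more, regardless of how many single replicates reach that level; inconclusive = mean under 30% yet at least half of replicates reach 30%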;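 note: positive control wells lacked labelled fibronectin entirely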
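Measured by – fluorescence 485/525 nm · System – AH1F fibroblast monolayer, labelled fibronectin deposition · Amount – 10000 cells per well · Buffer or medium – serum-reduced DMEM (2% serum) · Doses – single dose, pinned · Also added – fluorescent fibronectin at 24 nM final · Schedule – 1 h cell attachment, overnight exposure to compound and label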
SIRT5 block: inhibitors of human sirtuin-5 desuccinylase; Q9NXA8; Purified SirT5, succinyl-peptide AMC, trypsin-coupled fluorescence; inhibition, % at 15 µM; actives 1.1% (n = 330,000); in the data active = inhibition above about 15%; inconclusive = no clear call, values can overlap the other calls
Target sequence (Q9NXA8 whole entry, looked up): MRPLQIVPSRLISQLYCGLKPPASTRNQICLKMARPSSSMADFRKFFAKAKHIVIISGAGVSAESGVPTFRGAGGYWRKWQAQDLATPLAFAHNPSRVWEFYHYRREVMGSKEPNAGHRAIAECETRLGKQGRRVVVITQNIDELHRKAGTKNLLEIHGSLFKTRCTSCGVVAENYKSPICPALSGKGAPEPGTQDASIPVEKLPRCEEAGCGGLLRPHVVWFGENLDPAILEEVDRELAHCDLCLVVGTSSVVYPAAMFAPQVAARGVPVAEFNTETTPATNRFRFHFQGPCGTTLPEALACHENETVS
esBAF inh: blocks esBAF chromatin remodeling in mouse ES cells. Bmi1-luciferase knock-in reporter, 24 h; 100% = twice the neutral-well signal. reporter increase, % at 12.5 µM. actives 2% (n = 350,000). AID 602393; in the data active = activation above about 40%; inconclusive = no clear call, values can overlap the other calls;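 note: 0% = median of the plate's neutral control wells and 100% = double that signal; a rise in the Bmi1 reporter signal indicates esBAF inhibition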
C2C12 statin: suppressors of simvastatin-induced myotoxicity in C2C12 myotubes; ATP luminescence, 48 h; scaled: DMSO 0, geranylgeraniol control 100; rescue of ATP level, % at 7.49 µM; actives 0.78% (n = 330,000);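 active = mean ATP rescue above about 67%, or every replicate alone reaching that limit, limit read from the data, passing the limit was not always enough; inconclusive = no clear call, values can overlap the other calls; inactive = mean under the limit and some replicate under it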;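 note: myotubes were challenged with 10 µM simvastatin during compound exposure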
S100A4 inh HTS: blocks human S100A4 binding to myosin IIA peptide | P26447 | S100A4/TAMRA-MyoIIA peptide fluorescence polarization | inhibition, % at 10.7 µM | actives 0.14% (n = 360,000) | AID 652163;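 active = mean inhibition of at least 70% across replicates, with every replicate also reaching that level; inconclusive = mean inhibition reaches 70% but some replicates fall short; inactive = mean inhibition below 70%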
Target sequence (P26447 whole entry, looked up): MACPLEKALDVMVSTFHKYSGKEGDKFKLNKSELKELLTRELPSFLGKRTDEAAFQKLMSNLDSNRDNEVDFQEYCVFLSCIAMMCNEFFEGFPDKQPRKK
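Assay system: human S100A4 monomer with TAMRA-labelled myosin IIA peptide / Buffer or medium: Calcium-containing HEPES buffer, pH 7.2 / Reagent: TAMRA-labelled myosin IIA heavy-chain peptide probe, 5 nM / Compound: one dose per compound / Timing: polarization read 5 min after assay mix addition, stable 5–60 min / Benchmarks: neutral control DMSO, positive control TFP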
LGR2 inh: blocks bursicon-induced cAMP signaling via Drosophila LGR2 | HEK293 LGR2, CRE-luciferase, bursicon-stimulated, 4 h | inhibition, % at 9.99 µM | actives 0.35% (n = 380,000) | AID 720647;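 active = drop in luminescence signal, shown as inhibition above about 50% in the replicate tests, limit read from the data, passing the limit was not always enough; inconclusive = probably only some replicates passing the limit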;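 note: agonist challenge used bursicon conditioned medium at about half maximal strength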
* hit, by the source's call; u = inconclusive; x = no result given. The list is partial, so the mix of outcomes need not match the whole.

cpd	molecule	Casp6 inh	FN deposition inh	SIRT5 block	esBAF inh
1	C[C@@H](O)C1NC(=O)[C@H](CCCCN)NC(=O)c2cc([N+](=O)[O-])cc(I)c2OCC[C@@H](C(N)=O)NC1=O (some centres not stated)	-20	-6	2	-4
2	CCNC(=O)C[C@@H]1CC[C@H]2[C@@H](COc3ccc(NC(=O)Nc4ccccc4F)cc3C(=O)N2C)O1	3	-7	-4	3
3	O=C(NCCc1ccccc1)C1CCC(=O)N1C1CCCC1 (configuration not stated)	-6	7	2	2
4	Cc1noc(COc2ccccc2OCC(N)=O)n1	0	-1	-1	x
5	Cc1ccc(OCCCC(=O)Nc2nc3ccccc3[nH]2)cc1	0	2	x	x
6	O=S(=O)(NN=C1CCCCCC1)c1ccccc1	0	-9	3	1
7	COc1ccc(NC(=O)N(C)C[C@@H]2OCCCC[C@@H](C)Oc3ccc(NS(=O)(=O)c4ccc(Cl)cc4)cc3C(=O)N([C@@H](C)CO)C[C@H]2C)cc1	2	8	1	6
8	COc1ccc(Cl)cc1C(=O)N1CCN(Cc2ccc3c(c2)OCO3)CC1	-2	-11	0	-2

cpd	C2C12 statin	S100A4 inh HTS	LGR2 inh
1	-2	0	-12
2	3	-2	7
3	2	-3	-4
4	x	4	-18
5	x	0	-17
6	-2	-10	11
7	x	-1	6
8	-6	3	4

(list continues)
cpd	molecule	Casp6 inh	FN deposition inh	SIRT5 block	esBAF inh
9	CCOC(=O)C1=C(COC(=O)CCOc2ccccc2)NC(=O)NC1C (configuration not stated)	2	11	1	-2
10	CCC(=O)N1[C@@H](CO)[C@@H](c2ccccc2)[C@@H]1CN(CC)C(=O)c1ccc(F)cc1	x	0	x	1
11	COc1ccc(C2C(C(C)=O)=C(O)C(=O)N2c2ccc(C)cc2)cc1 (configuration not stated)	30	-3	0	7
12	COc1cccc(NC(=O)CCS(=O)(=O)c2ccc3c(c2)oc(=O)n3C)c1	2	22	4	-1
13	CC(C)(C)NC(=O)C(C1CC1)n1c(=O)c(-c2ccco2)nc2ccccc21 (configuration not stated)	18	-5	-7	x
14	O=C(C(=O)N1CC=C(c2ccccc2)CC1)c1c[nH]c2ccccc12	3	10	0	x
15	C[C@@H]1CN([C@@H](C)CO)C(=O)c2cc(NS(C)(=O)=O)ccc2O[C@@H](C)CCCCO[C@@H]1CN(C)Cc1ccc(C(=O)O)cc1	4	x	3	0
16	CCN(C[C@@H]1[C@@H](c2ccc(-c3cccnc3)cc2)[C@H](CO)N1C(C)=O)C(C)=O	7	0	-1	-1

cpd	C2C12 statin	S100A4 inh HTS	LGR2 inh
9	3	-8	0
10	2	x	1
11	-12	-5	12
12	3	6	-12
13	x	9	-2
14	x	-9	x
15	x	31	-7
16	6	2	-1

(more compounds)
cpd	molecule	Casp6 inh	FN deposition inh	SIRT5 block	esBAF inh
17	COc1ccc(CN(C)C[C@@H]2Oc3ccc(NC(=O)NC4CCCCC4)cc3C(=O)N([C@H](C)CO)C[C@H]2C)cc1	-2	x	-6	-2
18	C#CCOCCOCCOCCNc1nc(N2CCN(C(=O)Cn3cc(CCCCN)nn3)CC2)nc(N2CCN(C(=O)[C@H](CCCCN)n3cc(CCC(=O)O)nn3)CC2)n1	-22	-7	-4	-1
19	COC(=O)Cn1cc(/C=N/NC(=O)COc2cccc3cccnc23)c2ccccc21	-1	6	-8	x
20	CCCCCCC(=O)Nc1ccc(Br)cn1	-1	6	4	16
21	CC(=O)c1cccc(NC(=O)c2ccc(OC3CSC3)cc2)c1	2	-4	-2	x
22	C=CC[C@H](CC(=O)NCCO)C(=O)NC[C@H](OC(=O)[C@@H](CC=C)Cc1ccc(F)cc1)c1ccccc1	2	-3	x	-3
23	CC(C)CCN1C(Nc2ccccc2)=NC[C@@H]1C	1	-5	-1	-9
24	O=C(CN1C(=O)C2C3C=CC(C3)C2C1=O)Nc1nncs1 (configuration not stated)	-3	4	0	-1

cpd	C2C12 statin	S100A4 inh HTS	LGR2 inh
17	3	-5	-19
18	7	1	-11
19	x	-7	-12
20	26	-3	-51
21	x	-16	-23
22	-4	-11	-20
23	-2	-1	3
24	4	-4	x

(continued)
cpd	molecule	Casp6 inh	FN deposition inh	SIRT5 block	esBAF inh
25	O=C(NC1=NCCS1)c1ccccc1F	3	2	-1	x
26	CCOc1ncccc1C(=O)Nc1cccc(S(=O)(=O)N2CCOCC2)c1	3	-1	-2	4
27	O=C(NCc1ccco1)C(=O)c1cn(CC(=O)N2CCCC2)c2ccccc12	3	13	-2	x
28	COc1ccc(CCNC(=O)CCCCC(=O)NCCc2ccc(OC)cc2)cc1	1	-3	-3	0
29	CN1CCN(C(=O)c2cc3c(c(-c4cccc(Br)c4)n2)[C@@H](CCO)N([S@](=O)C(C)(C)C)C3)CC1	1	-4	1	x
30	COc1ccc(CN(CC(=O)NC2CCCC2)C(=O)CN2C(=O)COc3ccccc32)cc1	-3	0	-6	-1
31	O=C(C[C@@H]1C[C@@H]2c3cc(NC(=O)C4CCOCC4)ccc3O[C@@H]2[C@@H](CO)O1)NCCc1ccccc1	1	-3	1	-3
32	CC(C#N)(NC(=O)CN1CCN(S(=O)(=O)c2cccc(F)c2)CC1)C1CC1 (configuration not stated)	-3	4	-2	-8

cpd	C2C12 statin	S100A4 inh HTS	LGR2 inh
25	x	2	-17
26	5	-5	-9
27	x	-1	21
28	-1	2	-8
29	x	-25	10
30	-8	-2	17
31	2	-11	-14
32	-3	-6	-5

Overlap with the part before: 6 compounds, followed by the next part.
cpd	molecule	Casp6 inh	FN deposition inh	SIRT5 block	esBAF inh
27	O=C(NCc1ccco1)C(=O)c1cn(CC(=O)N2CCCC2)c2ccccc12	3	13	-2	x
28	COc1ccc(CCNC(=O)CCCCC(=O)NCCc2ccc(OC)cc2)cc1	1	-3	-3	0
29	CN1CCN(C(=O)c2cc3c(c(-c4cccc(Br)c4)n2)[C@@H](CCO)N([S@](=O)C(C)(C)C)C3)CC1	1	-4	1	x
30	COc1ccc(CN(CC(=O)NC2CCCC2)C(=O)CN2C(=O)COc3ccccc32)cc1	-3	0	-6	-1
31	O=C(C[C@@H]1C[C@@H]2c3cc(NC(=O)C4CCOCC4)ccc3O[C@@H]2[C@@H](CO)O1)NCCc1ccccc1	1	-3	1	-3
32	CC(C#N)(NC(=O)CN1CCN(S(=O)(=O)c2cccc(F)c2)CC1)C1CC1 (configuration not stated)	-3	4	-2	-8
33	CSCCC(NC(=O)c1ccco1)C(=O)NCC(c1ccccc1)N(C)C (configuration not stated)	-162	5	-1	10
34	C/C(=N\NC(=O)C1CC1)c1ccc(N2CCOCC2)cc1	2	x	-1	x
35	Cc1cccc(S(=O)(=O)N2CCCCN3[C@H](CO)[C@@H](c4ccc(C#C[C@H](C)O)cc4)[C@@H]3C2)c1	3	x	15	26
36	COc1ccc(NC(=O)Cc2c(F)c(F)c(F)c(F)c2F)cc1OC	3	-4	2	x
37	COc1ccccc1CN1[C@H](CO)[C@H](c2ccccc2)C12CN(C(C)=O)C2	1	x	17*	x
38	C[C@H]1CN([C@@H](C)CO)C(=O)Cc2cc(NC(=O)Cc3ccccc3)ccc2O[C@@H]1CN(C)S(=O)(=O)c1ccc(Cl)cc1	2	-5	-2	5
39	NC(=O)C[n+]1ccc(/C=N/O)cc1	-1	-19	2	x
40	Cc1ccc(CNC(=O)C2CCC(=O)N2Cc2ccccc2Cl)cc1 (configuration not stated)	0	1	3	2

cpd	C2C12 statin	S100A4 inh HTS	LGR2 inh
27	x	-1	21
28	-1	2	-8
29	x	-25	10
30	-8	-2	17
31	2	-11	-14
32	-3	-6	-5
33	46	1	-16
34	x	2	11
35	u	-20	3
36	x	1	21
37	x	-20	-23
38	28	-23	-17
39	x	4	-1
40	12	-1	-5

(cont.)
cpd	molecule	Casp6 inh	FN deposition inh	SIRT5 block	esBAF inh
41	C[C@H](NC(=O)C[C@@H]1C[C@@H]2c3cc(NC(=O)Cc4ccncc4)ccc3O[C@@H]2[C@H](CO)O1)c1ccccc1	-2	x	-2	2
42	O=C(COC(=O)c1ccc(O)cc1)Nc1cc(S(=O)(=O)N2CCOCC2)ccc1Cl	3	x	-1	0
43	COc1ccc(S(=O)(=O)Nc2ccc(S(=O)(=O)N3CCCCC3)cc2)cc1OC	x	-8	x	-9
44	COc1ccc(NC(=O)Nc2cccc3c2O[C@@H](CN(C)Cc2ccccc2)[C@@H](C)CN([C@@H](C)CO)C3=O)cc1	x	x	-1	4
45	CCCCn1c(=N)n(CC(=O)O)c2ccccc21	-1	0	3	x
46	CCCCN1Cc2cc(C(=O)c3cc(OC)ccc3O)cnc2NC1=O	-2	2	-2	10
47	CCN(CC)S(=O)(=O)c1cccc(C(=O)OCC(=O)NC(C)c2ccccc2)c1 (configuration not stated)	2	-9	-6	4
48	O=C(COc1cccc(C(F)(F)F)c1)Nc1cccnc1	3	-3	-4	-4

cpd	C2C12 statin	S100A4 inh HTS	LGR2 inh
41	0	-18	11
42	4	4	1
43	15	x	x
44	-3	17	7
45	x	0	-17
46	x	-3	x
47	2	-2	-15
48	-18	-2	15

(continued)
cpd	molecule	Casp6 inh	FN deposition inh	SIRT5 block	esBAF inh
49	COc1ccc(N(CC(=O)NC2CCCCC2)C(=O)CNC(=O)c2ccco2)c(OC)c1	x	-4	x	-2
50	C[C@H](CO)N1C[C@H](C)[C@H](CN(C)Cc2ccc(C(=O)O)cc2)OCCCC[C@H](C)Oc2ccc(NC(=O)c3ccncc3)cc2C1=O	2	x	-4	4
51	CN(C)c1ccc2c(c1)[C@@H]1C[C@@H](CC(=O)NCc3ccc(Oc4ccccc4)cc3)O[C@H](CO)[C@@H]1O2	1	-13	8	-24
52	CC(C)(C)OC(=O)CN1c2cccc3cccc(c23)S1(=O)=O	5	-3	-4	2
53	Cc1ccc(NC(=O)COC(=O)c2ccc(S(=O)(=O)N3CCCCC3)cc2)cc1	-1	3	-5	-8
54	COc1cc2c(cc1OC)C(c1ccc(Br)cc1)NCC2 (configuration not stated)	-1	5	-1	x
55	CC(Sc1nc2ccccc2c(=O)n1C)C(=O)Nc1ccc2c(c1)OCCO2 (configuration not stated)	-4	4	0	-12
56	CCCNC(=O)C[C@@H]1CC[C@H]2[C@H](COc3ccc(NC(=O)CCC)cc3C(=O)N2C)O1	4	-9	-1	-3
57	Cc1c(-c2nc(-c3ccncc3)no2)cccc1[N+](=O)[O-]	-2	1	-1	x

cpd	C2C12 statin	S100A4 inh HTS	LGR2 inh
49	7	x	x
50	x	-1	17
51	-12	-4	x
52	-13	0	-4
53	1	-3	-8
54	x	4	11
55	-38	-3	0
56	-16	6	-7
57	x	-1	-39

Screening data from PubChem BioAssay.
